MEKK2 mut-MEK5: signal of MEK5 binding to mutant human MEKK2 PB1 domain; bead flow cytometry, Alexa488-MEK5 binding to MEKK2 mutant; percent response, % at 10 µM; 290,000 tested, 0.35% active; AID 1530; in the data active = percent response above about 24%, passing the limit was not always enough; also: inactives centre near 1; some results filed as inactive read as strong as hits; reference of the scale not given here
PHOSPHO1 block: inhibitors of human PHOSPHO1 phosphatase; inhibition, % at 13.3 µM; 290,000 tested, 1.1% active; Q8TCT1; recombinant PHOSPHO1, absorbance phosphatase assay; in the data active = inhibition above about 60%
MEKK3 PB1 HTS: modulators (inhibitors or enhancers) of MEK5 binding to human MEKK3 PB1 domain | Q99759 | bead-based flow cytometry, Alexa488-MEK5 binding to MEKK3; actives lie on both sides; 0 = blocked by unlabeled MEK5, 100 = vehicle | binding response (% of control), % at 10 µM | 290,000 tested, 1.4% active;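 active = binding response more than 3 SD above or below the average of its plate-row segment, actives on both sides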;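 also: Alexa488 bead fluorescence after subtracting the streptavidin-only scavenger bead signal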
Target sequence (Q99759 whole entry, looked up, the tested form may be a part): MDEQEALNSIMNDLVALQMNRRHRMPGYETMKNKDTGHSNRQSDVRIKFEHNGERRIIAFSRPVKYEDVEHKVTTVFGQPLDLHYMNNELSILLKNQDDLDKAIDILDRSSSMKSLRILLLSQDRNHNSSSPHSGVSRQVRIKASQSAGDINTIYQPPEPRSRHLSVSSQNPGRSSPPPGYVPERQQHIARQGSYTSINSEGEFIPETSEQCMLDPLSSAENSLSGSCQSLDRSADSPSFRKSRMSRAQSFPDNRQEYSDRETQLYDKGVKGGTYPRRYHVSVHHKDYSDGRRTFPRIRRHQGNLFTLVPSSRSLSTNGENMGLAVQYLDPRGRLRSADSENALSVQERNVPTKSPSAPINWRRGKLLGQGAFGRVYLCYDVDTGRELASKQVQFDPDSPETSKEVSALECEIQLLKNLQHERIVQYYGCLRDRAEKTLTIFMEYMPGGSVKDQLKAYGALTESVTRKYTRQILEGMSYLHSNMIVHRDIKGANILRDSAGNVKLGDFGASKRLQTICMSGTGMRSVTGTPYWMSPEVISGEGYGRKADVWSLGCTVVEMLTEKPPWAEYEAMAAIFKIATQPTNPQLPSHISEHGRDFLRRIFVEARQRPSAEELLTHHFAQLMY
MEKK2 WT-MEK5: raises or lowers MEK5 binding to wildtype human MEKK2 PB1 domain. Q9Y2U5. bead flow cytometry, Alexa488-MEK5 binding to MEKK2 WT; actives lie on both sides. binding response (% of control), % at 10 µM. 290,000 tested, 1.1% active. AID 1531; in the data active = binding response below about 67% or above about 130%
DNA FID counter: counter-screen for HCV NS3 helicase inhibitors: DNA intercalator displacement | 290,000 tested, 0.17% active | AID 1845 | DNA fluorescent intercalator displacement, fluorescence | inhibition, % at 7.9 µM; in the data active = inhibition above about 37%;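 also: 0% = vehicle and 100% = reference compound; higher means more ethidium bromide displaced from hairpin DNA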
OXTR ag: agonists of human oxytocin receptor; P30559; CHO-OTR cells, Fluo-8 calcium fluorescence; normalized: DMSO 0%, oxytocin 100%; activation, % at 3 µM; 320,000 tested, 0.32% active; AID 2435;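 active = activation above the mean of all tested compounds plus 3 SD, cutoff set per screening run, cut at about 20% in these data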;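 also: peak over basal fluorescence ratio from a 100 s FLIPR kinetic read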
M18AAP inhibitor: PfM18AAP enzyme inhibition; recombinant PfM18AAP, H-Glu-NHMec fluorogenic cleavage; inhibition, % at 7.35 µM; 290,000 tested, 1.2% active;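 active = inhibition above the campaign mean inhibition over all tested compounds plus 3 SD, cut at about 28% in these data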;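 also: 0% = plate median of test compound wells and 100% = 2 mM ZnCl2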
NALP1 inh: inhibitors of NALP1 inflammasome in yeast | S. cerevisiae NALP1/ASC/caspase-1 growth, X-gal OD620, 72 h | inhibition, % at 10 µM | 280,000 tested, 0.61% active | AID 2071; in the data active = inhibition mostly above about 24%, no sharp cut-off; inactive = mostly below about 32%; also: some compounds called inactive have numbers as strong as hits
GPR7 antag: human neuropeptides B/W receptor 1 antagonism | P48145 | GPR7-expressing cells, fluorescence antagonist assay | inhibition, % at 4.4 µM | 290,000 tested, 1.1% active; in the data active = inhibition above about 16%, passing the limit was not always enough;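 also: cells stimulated with the agonist NPW; 0% = agonist with vehicle and 100% = vehicle without agonist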
Target sequence (P48145 whole entry, looked up): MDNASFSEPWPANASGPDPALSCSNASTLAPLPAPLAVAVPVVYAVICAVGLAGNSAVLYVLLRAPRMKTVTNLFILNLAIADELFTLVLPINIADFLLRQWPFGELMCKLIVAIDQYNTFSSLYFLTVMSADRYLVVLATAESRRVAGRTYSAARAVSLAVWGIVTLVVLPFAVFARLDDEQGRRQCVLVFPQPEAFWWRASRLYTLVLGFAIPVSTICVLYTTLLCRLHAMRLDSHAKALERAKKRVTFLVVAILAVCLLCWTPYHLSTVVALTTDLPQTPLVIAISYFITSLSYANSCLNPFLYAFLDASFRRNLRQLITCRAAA
Active calls of the source: *; x = not tested or not shown; [ ] = dose if it differs, or a comment.

SMILES	MEKK2 mut-MEK5	PHOSPHO1 block	MEKK3 PB1 HTS	MEKK2 WT-MEK5	DNA FID counter	OXTR ag	M18AAP inhibitor	NALP1 inh	GPR7 antag
CCCc1nnc(NC(=O)CCC(=O)N2CCCCC2)s1	1	38	97	93	-17	1.2	-4	14	-3
COc1cccc(C(=O)Oc2c(Br)cc(Br)cc2/C=N/NC(=O)c2cc(C)[nH]n2)c1	-2	47	101	92	3	-1.1	15	-1	-11
CCCc1nc2sc3c(SCC(=O)NCc4ccco4)ncnc3c2c2c1CCC2	0	-4	94	93	-26	-0.8	7	-9	-13
Cc1ccc(S(=O)(=O)N2CCN(C(=O)C(C)Cn3nc(C)c(C)c3C)CC2)cc1 (stereo not given)	-2	0	95	98	-37	1.5	0	11	-13
Cc1cn2c(N)c(/C=C3\C=Nc4ccccc43)c(=O)nc2s1	-18	32	86	82	-2	-0.6	-9	7	9
C=CCNC(=O)c1oc2ccc(S(=O)(=O)N3CCCCC3)cc2c1C	2	32	103	102	-30	1.2	-2	30	-18
COc1cc(OC)cc(C(=O)NC(=S)Nc2ccc3c4c(cccc24)CC3)c1	-6	44	99	93	1	0.3	-4	25	-8
O=C(CCS(=O)(=O)c1ccc(Cl)cc1)Nc1nc(-c2ccncc2)cs1	-14	55	96	96	-1	2.8	-7	18	4
CCn1c(SCc2nc3ccccc3[nH]2)nnc1-c1cnccn1	12	-7	104	106	-5	1.1	2	3	3
COc1ccc(OC)c(NC(=S)NCCCN2CCOCC2)c1	-1	-16	97	102	1	0.0	-8	16	-4
Cc1nc(N)nc(-c2ccccc2O)n1	3	14	103	108	-2	0.8	10	13	-4
COc1ccc(-c2noc(CN(C)C(=O)c3ccco3)n2)cc1	-4	6	100	96	-14	4.1	1	24	3
COc1ccc(NS(=O)(=O)c2cc(C)ccc2NC(=O)c2cc(C)oc2C)cc1	-9	-18	87	93	-12	-2.2	0	4	16
CN(C(=S)Nc1ccc(Oc2ccccc2)cc1)c1ccc(O)cc1	4	9	115	105	-3	0.6	9	31	-7
Cc1ccc(SCCC(=O)NCc2ccco2)cc1	-10	11	81	92	-2	-1.9	2	22	-18
CC(=O)Nc1ccc(C2C(=O)c3ccccc3C2=O)cc1	-19	28	93	91	-9	0.3	2	10	-4
Cc1cc(C)nc(SCCn2c(N(C)Cc3ccccc3)nc3c2c(=O)n(C)c(=O)n3C)n1	-9	45	92	91	-18	-1.4	4	5	-13
Cc1c(C)c2cc(Cl)c(O)c(CN3CCCCC3)c2oc1=O	4	5	101	104	-15	-0.1	9	49	-11
[O-][n+]1ccccc1SC/C=C/c1ccccc1	-1	-40	106	109	7	1.0	3	-6	-8
CCOC(=O)N1CCc2c(sc(NC(C)=O)c2C(N)=O)C1	11	x	106	108	7	-0.1	3	x	-13
CC(C)c1ccc(OCC(=O)N2CCc3ccccc3C2)cc1	3	24	104	106	-30	-2.1	-14	12	0
CCOc1ccc(N2C(=O)CC(NCC#N)C2=O)cc1 (stereo not given)	-3	30	90	99	2	-0.7	-8	21	0
COc1ccc(S(=O)(=O)N2CCC(CN3C(=O)c4cccc5cccc(c45)C3=O)CC2)cc1	-2	-7	97	98	-3	-0.5	2	12	3
COC(=O)CCCC(=O)N1CCC(n2nccc2NC(=O)CCOc2ccccc2)CC1	7	58	101	104	-24	0.2	1	12	-2
Nc1ncnc(Nc2cc(C(F)(F)F)cc(C(F)(F)F)c2)n1	-3	8	101	99	-10	-2.9	3	x	-9
C=CCc1cc(Cl)ccc1OCCCNC(C)C	26	3	99	112	15	13	-8	42	8
N#Cc1ccc(C(=O)OCC(=O)Nc2ccc(S(N)(=O)=O)cc2)cc1	11	35	113	107	1	-1.0	2	x	-7
CCOC(=O)N1CCN(C(=O)COc2cc(C)c(Cl)c(C)c2)CC1	-6	30	95	90	-29	-0.8	-6	9	17
COc1ccc(C(=O)CN2C(=O)NC3(CCCc4ccccc43)C2=O)cc1OC (stereo not given)	-1	29	97	99	-22	-0.1	1	12	7
COc1ccc(/C=C/C(=O)Nc2nc(N)n(-c3ccccc3)n2)cc1	1	-2	106	108	-14	-0.7	2	25	-1
COc1ccc(COC(=O)C2=C(C)NC(=O)NC2c2cc(Br)c(O)c(OC)c2)cc1 (stereo not given)	16	9	105	108	-25	2.2	1	3	-13
COc1cc(C(c2c(O)nc(SC)[nH]c2=O)c2c(O)nc(SC)[nH]c2=O)cc(OC)c1OC	1	3	100	106	-3	-0.3	-4	15	-1
CCn1c(SCC(=O)Nc2c(C)n(C)n(-c3ccccc3)c2=O)nc2c1c(=O)n(C)c(=O)n2C	-1	64*	95	93	-21	0.9	-1	3	3
Cc1cnc(C(=O)Nc2nnc(C(C)C)s2)cn1	-3	38	96	99	1	0.3	-3	24	-8
N#CC(c1ccccc1)c1cccc(Cl)n1 (stereo not given)	2	13	103	107	0	-2.8	-2	10	2
CCCN1CNC(=S)N(c2ccccc2OC)C1	0	7	111	102	4	-0.2	1	4	-8
O=C(CCCC(=O)Nc1cccnc1)Nc1cccnc1	15	0	109	112	-1	0.5	-4	32	-5
Cc1nc(NCCc2ccccc2)c2oc3ccccc3c2n1	2	6	103	104	-19	7.1	7	20	-5
O=C(N/N=C/c1cccs1)c1ccc2c(c1)OCO2	19	-9	105	101	2	0.0	-12	33	-2
COc1cc(C2C=C(Nc3ccccc3)C(=O)N2c2ccccc2)ccc1O (stereo not given)	-1	-19	117	97	-21	2.2	4	5	0

Looked up above.
`CCOC(=O)N1CCN(C(=O)COc2cc(C)c(Cl)c(C)c2)CC1` in MEKK2 WT-MEK5 has 90
`COc1ccc(COC(=O)C2=C(C)NC(=O)NC2c2cc(Br)c(O)c(OC)c2)cc1` (stereo not given) in DNA FID counter has -25
`N#CC(c1ccccc1)c1cccc(Cl)n1` (stereo not given) in MEKK2 mut-MEK5 has 2
`COC(=O)CCCC(=O)N1CCC(n2nccc2NC(=O)CCOc2ccccc2)CC1` in MEKK3 PB1 HTS has 101
`COc1cc(C(c2c(O)nc(SC)[nH]c2=O)c2c(O)nc(SC)[nH]c2=O)cc(OC)c1OC` in OXTR ag has -0.3

More entries
SMILES	MEKK2 mut-MEK5	PHOSPHO1 block	MEKK3 PB1 HTS	MEKK2 WT-MEK5	DNA FID counter	OXTR ag	M18AAP inhibitor	NALP1 inh	GPR7 antag
CNC(=O)C1CCN(S(=O)(=O)c2c(C)noc2/C=C/N(C)C)CC1	0	13	95	97	-18	0.6	4	7	-11
COc1cc(/C=C/C(=O)O)cc(S(=O)(=O)N2CCN(S(=O)(=O)c3ccc(Cl)cc3)CC2)c1OC	3	42	104	103	-28	-1.1	-7	17	8
CCCCCCCN1C/C=C\C(c2ccc(OC)cc2)N(Cc2ccc(F)cc2)C(=O)[C@H]1Cc1ccccc1 (stereo not given in full)	4	26	106	109	x	-0.1	x	-27	x
CC(=O)Nc1ccc(NC(=O)C(C)OC(=O)c2ccccc2NS(=O)(=O)c2cccs2)cc1 (stereo not given)	-15	12	88	92	-12	1.1	-7	14	-2
O=C1CC(NCCc2ccccc2)C(=O)N1CCc1ccccc1 (stereo not given)	-2	25	101	97	-8	1.0	-9	4	-9
Cn1c(SCc2nc(-c3ccc(Br)cc3)no2)nnc1-c1ccco1	1	8	100	100	-31	4.7	-10	-1	-5
C=CCn1c(SCc2ccccc2C#N)nnc1-c1cc(Br)ccc1O	3	7	100	103	-22	13	5	-28	1
CC(C)NC(=O)NC(=O)COC(=O)Cc1c(F)cccc1Cl	-2	22	109	103	-13	-0.5	-15	13	-9
O=C(Cc1cccs1)Nc1ccccc1-c1nc2ccccc2[nH]1	-18	-3	92	90	-1	-0.6	3	x	-10
COC(=O)c1ccc(CSc2nc(N3CCOCC3)c3c(c2C#N)CC(C)(C)OC3)o1	-2	35	97	102	1	0.7	1	19	-9
C/C(=N/NC(=O)C(=O)N/N=C(/C)c1ccccc1)c1ccccc1	-9	52	81	76	-1	0.7	4	-3	4
N#Cc1ccccc1S(=O)(=O)N1CCN(CC(O)COc2ccccc2F)CC1 (stereo not given)	3	19	102	104	-7	2.7	-6	23	9
CCC(=O)NCCc1nc2ccccc2[nH]1	0	16	103	94	-3	-0.5	-16	-12	-3
O=C(c1ccccc1)C(Nc1ccccn1)c1ccccc1 (stereo not given)	-3	-38	102	99	-4	-2.3	7	0	-9
O=C(O)Cc1ccc(N=Cc2c(O)ccc3ccccc23)cc1	0	-6	118	106	0	0.5	-1	29	-4
CC1(C(=O)N/N=C/c2ccccc2)CC1(Cl)Cl (stereo not given)	11	-13	103	108	-7	-0.3	1	18	-11
CN(CCC1CCCCO1)C(=O)CCc1nnc(CCc2ccccc2)o1 (stereo not given)	5	-151	100	107	-34	0.1	-4	18	-7
CC(=O)CCc1c(C)c2cccc(C)c2[nH]c1=O	8	-16	90	108	-5	1.0	-10	-8	-11
Cc1[nH]nc2cn[nH]c12	8	-6	99	101	-3	1.6	-3	2	-1
O=C(NCCCN1CCOCC1)C(=O)N/N=C/c1ccccc1O	12	36	105	100	-6	-0.2	9	-18	-15
CC1CCCCC1NC(=O)C1CCCN(S(=O)(=O)c2ccc(-n3cnnn3)cc2)C1 (stereo not given)	2	36	101	100	-28	1.4	-3	0	-2
Cc1cnc(NC(=O)COc2ccccc2Cl)s1	4	18	103	102	0	0.9	3	20	-5
CC(/C=N/Nc1nnc(C)c(=O)[nH]1)=C\c1ccccc1	6	22	116	108	-9	-1.2	4	-20	0
COc1ccccc1OCC(=O)Nc1ccc(N2CCCCC2)cc1	-2	2	95	95	-27	-1.4	4	14	-12
COc1ccc(NC(=O)CSc2nccn2-c2ccccc2)cc1	5	-11	101	102	-13	-0.8	-6	1	18
CCc1nn(C(C)C(=O)NCCc2ccccc2)c(=O)c2cc3occc3n12 (stereo not given)	-2	42	98	94	-35	-0.3	-7	18	-1
O=C(NCCNCc1ccccn1)c1ccco1	-2	28	99	97	-3	0.9	-2	5	10
CCCCCOC(=O)Nc1ccc(S(=O)(=O)Nc2cccc([N+](=O)[O-])c2)cc1	-1	8	99	108	9	-0.8	-3	6	-9
CCOC(=O)COc1cccc2c(=O)n(CC(=O)NCc3ccc(F)cc3)ccc12	-13	18	102	104	-15	0.0	-6	x	5
CC(C)CC(=O)NS(=O)(=O)c1ccc(NC(=O)c2ccco2)cc1	2	15	96	96	4	1.5	1	-6	-13
COc1ccc(N2C(=S)NC(C)(C)CC2(C)c2ccc(OC(C)=O)cc2OC(C)=O)cc1 (stereo not given)	-8	21	103	90	-22	0.5	-10	3	6
O=C(COc1cccc(OC(F)F)c1)Nc1ccc(SC(F)F)cc1	3	31	103	100	6	-0.4	-21	8	-5
O=C(CSc1n[nH]c(=O)n1C1CC1)NCc1ccccc1	-31	-1	86	77	-2	0.2	-13	x	3
O=C(Nn1c(O)c(C=C2N=c3ccccc3=N2)sc1=S)c1ccccc1	-39	86*	65	17*[inhibitor]	21	4.0	56*	-4	10
COc1ccc(C(N)=S)cc1	3	7	127	102	0	0.6	-11	x	-7
COc1ccccc1C(=O)Nc1cccc(NC(C)=O)c1	2	3	96	96	-6	-0.3	3	17	2
C=CCn1c(SCC(=O)Nc2nnc(C)s2)nnc1C1CC1	-1	-1	92	97	-6	1.1	-8	18	-11
O=S(=O)(c1cnc[nH]1)N1CCN(c2ccc(Cl)cc2)CC1	12	11	108	112	2	1.2	1	7	-4

Whole records, looked up by structure. Order of values: MEKK2 mut-MEK5	PHOSPHO1 block	MEKK3 PB1 HTS	MEKK2 WT-MEK5	DNA FID counter	OXTR ag	M18AAP inhibitor	NALP1 inh	GPR7 antag
`CCCc1nnc(NC(=O)CCC(=O)N2CCCCC2)s1` is listed as 1	38	97	93	-17	1.2	-4	14	-3
`C/C(=N/NC(=O)C(=O)N/N=C(/C)c1ccccc1)c1ccccc1` is listed as -9	52	81	76	-1	0.7	4	-3	4
`CC1CCCCC1NC(=O)C1CCCN(S(=O)(=O)c2ccc(-n3cnnn3)cc2)C1` (stereo not given) is listed as 2	36	101	100	-28	1.4	-3	0	-2

Screens deposited in PubChem by several laboratories.
